# Screens deposited in PubChem by several laboratories.
# GC-A act – GC-A stimulated cGMP production enhancers – HEK293 GC-A cells, cGMP TR-FRET, EC30 ANP, primary screen; 0% at EC30 ANP, 100% saturating ANP; Atrial natriuretic peptide receptor 1 (Homo sapiens), P16066; activation, % at 10 µM; 0.14% of 370,000 active; in the data active = activation above about 40%
# GC-B act – human GC-B receptor activators, primary screen, HEK293 GC-B cells, cGMP TR-FRET, EC30 CNP; activation, % at 10 µM; 0% at EC30 CNP, 100% saturating CNP; 0.11% of 370,000 active;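 active = activation at 10 µM reaching about 35% in either raw or pattern-adjusted values, limit read from the data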
# ADAM10 inh – human ADAM10 inhibitors, primary screen, biochemical, QFRET, HTS | recombinant ADAM10, EDANS/DABCYL FRET peptide cleavage, 3 h | AID 720582, 2013 | inhibition, % at 7 µM | 0.62% of 370,000 active | Disintegrin and metalloproteinase domain-containing protein 10 (Homo sapiens), O14672;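 active = inhibition above a per-campaign cutoff equal to the mean of compounds falling between control-based bounds plus 3 SD, cut at about 20% in these data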;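 also: 0% = DMSO wells while the 100% control is not disclosed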
# Target sequence (O14672 214-748 limits assumed): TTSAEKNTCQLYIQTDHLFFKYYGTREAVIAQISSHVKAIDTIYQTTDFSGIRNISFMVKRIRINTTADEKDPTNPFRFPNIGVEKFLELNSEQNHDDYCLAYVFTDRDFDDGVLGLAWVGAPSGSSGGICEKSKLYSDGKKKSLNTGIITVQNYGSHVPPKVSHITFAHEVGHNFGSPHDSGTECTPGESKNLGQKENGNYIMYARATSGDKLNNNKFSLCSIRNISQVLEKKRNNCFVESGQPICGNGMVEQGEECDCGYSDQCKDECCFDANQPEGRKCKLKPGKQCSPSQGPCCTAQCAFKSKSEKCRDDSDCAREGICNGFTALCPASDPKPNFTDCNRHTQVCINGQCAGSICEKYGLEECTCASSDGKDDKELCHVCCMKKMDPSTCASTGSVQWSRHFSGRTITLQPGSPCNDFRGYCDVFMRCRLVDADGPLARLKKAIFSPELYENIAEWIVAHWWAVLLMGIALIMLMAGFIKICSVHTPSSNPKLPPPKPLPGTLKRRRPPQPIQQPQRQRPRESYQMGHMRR
# hgDAF-12 ag – H. glycines DAF-12 receptor agonists, primary screen, cell-based, luminescence, HEK293, GAL4 fusion, UAS-luciferase; Nuclear hormone receptor DAF-12 (Heterodera glycines), GAL4 fusion; HEK293 GAL4-hgDAF12 UAS-luciferase reporter, agonist luminescence; normalized to butyrate control; activation, % at 6.8 µM; 1.8% of 370,000 active; AID 687014, 2013;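 active = activation above a cutoff set at the mean of all screened compounds plus 3 SD, cut at about 10% in these data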;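 also: 0% = DMSO wells and 100% = sodium butyrate wells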
# ssDAF12 agonist – S. stercoralis DAF-12 nuclear receptor activators, primary screen, cell-based, luminescence, HEK293, GRIP1 co-expression, lit1-tk-luc | activation, % at 6.8 µM | 1% of 370,000 active | Nuclear hormone receptor DAF-12 (Strongyloides stercoralis) | HEK293 ssDAF-12/GRIP1 lit1-tk-luc reporter; % of 3 µM dafachronic acid response;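 active = activation above the mean over all tested compounds plus 3 SD, cut at about 0.9% in these data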;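 also: 0% = DMSO-only wells and 100% = 3 µM delta7-dafachronic acid wells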
# SMARCA2 act – SMARCA2 (BRM) function activators, primary screen, cell-based, luminescence, high throughput; MG213 cells, MMTV-luciferase reporter, dexamethasone, overnight; activation, % at 9.1 µM; 1% of 370,000 active; AID 652017, 2013; in the data active = activation above about 7.8%;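 also: 0% = vehicle wells and 100% = reference activator wells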
# DAX1 inh-1 – DAX1 (NR0B1) inhibitors, primary screen, cell-based, HEK293, Gal4-DAX1, luciferase luminescence; Nuclear receptor subfamily 0 group B member 1 (Homo sapiens), P51843; AID 504766, 2011; 0.99% of 340,000 active; HEK293 Gal4-DAX1 luciferase reporter; inhibition, % at 6.75 µM;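 active = inhibition above the mean over all tested compounds plus 3 SD, cut at about 4.2% in these data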;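 also: 0% = DAX1-transfected cells with DMSO and 100% = empty-vector control cells with DMSO; inhibition shows as a rise in luminescence from relieved DAX1 repression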
# sPLA2-III inh – human group III sPLA2 inhibitors, primary screen, biochemical, QFRET, BODIPY PC-A2 liposome substrate; QFRET BODIPY PC-A2 liposome hydrolysis, fluorescence; inhibition, % at 12.2 µM; 0.56% of 370,000 active;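 active = inhibition above mean plus 3 SD of compounds lying within the high and low control bounds, cut at about 19% in these data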;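 also: 0% = median of test compound wells and 100% = no enzyme DMSO wells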
# Target sequence (Q9NZ20 whole entry, looked up): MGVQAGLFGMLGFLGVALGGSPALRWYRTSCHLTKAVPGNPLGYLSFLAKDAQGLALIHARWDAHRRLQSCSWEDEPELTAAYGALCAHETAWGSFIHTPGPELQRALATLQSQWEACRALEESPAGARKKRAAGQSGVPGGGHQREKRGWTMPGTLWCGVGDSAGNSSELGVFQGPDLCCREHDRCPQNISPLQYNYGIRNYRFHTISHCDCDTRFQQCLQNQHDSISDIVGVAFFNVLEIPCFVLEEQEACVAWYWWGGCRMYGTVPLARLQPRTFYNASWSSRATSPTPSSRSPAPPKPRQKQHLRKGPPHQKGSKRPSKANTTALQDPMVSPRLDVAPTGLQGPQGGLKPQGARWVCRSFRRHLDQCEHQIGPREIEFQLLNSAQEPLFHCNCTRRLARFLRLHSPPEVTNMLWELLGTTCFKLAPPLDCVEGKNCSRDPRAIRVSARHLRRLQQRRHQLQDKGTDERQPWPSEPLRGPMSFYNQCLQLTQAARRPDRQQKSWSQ
# DAX1 inh-2 – DAX1 (NR0B1) inhibitors on StAR promoter, primary screen, cell-based, luminescence, SF-1 (NR5A1), full-length DAX-1 | HEK293T StAR-luciferase reporter, SF-1/DAX-1 repression relief | inhibition, % at 6.8 µM | 1.1% of 370,000 active | AID 652010, 2013;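 active = inhibition above the mean over all tested compounds plus 3 SD, cut at about 3.6% in these data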;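 also: 0% = DAX-1 cells with DMSO and 100% = cells lacking DAX-1 with DMSO; higher inhibition means more luminescence from relief of DAX-1 repression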
# FXN GAA850 act – FXN promoter activators, primary screen, cell-based, luciferase luminescence, HEK293 lucGAA850. HEK293 lucGAA850 FXN promoter luciferase reporter, 24 h; percent of 10 µM SAHA response. activation, % at 6 µM. 0.56% of 360,000 active. AID 540364, 2011;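 active = activation above the average of all compounds screened plus 3 SD, cutoff fixed separately per campaign, cut at about 7.5% in these data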;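 also: 0% = DMSO wells and 100% = 10 µM SAHA wells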
# hcDAF-12 act – H. contortus DAF-12 nuclear receptor activators, primary screen, cell-based, luminescence, HEK293, lit1-tk-luc reporter. HEK293 hcDAF-12 lit1-tk-luc reporter; 0% DMSO, 100% Δ7-dafachronic acid. activation, % at 6.8 µM. 1.4% of 370,000 active. AID 652067, 2013;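 active = activation above the mean of all tested compounds plus 3 SD, cut at about 5.5% in these data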;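 also: 100% = response to 3 µM Δ7-dafachronic acid high control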
# * = called active by the depositor; i = inactive; x = not tested or not shown.
structure,GC-A act,GC-B act,ADAM10 inh,hgDAF-12 ag,ssDAF12 agonist,SMARCA2 act,DAX1 inh-1,sPLA2-III inh,DAX1 inh-2,FXN GAA850 act,hcDAF-12 act
O=C(CSC1=NS(=O)(=O)c2ccccc2N1)Nc1ccc(F)cc1,0,4,-14,-1.5,-0.6,-1,-0.4,-20,-1.2,0.7,-0.4
CC1(C)CN=C(NC2CCCCC2)S1,-4,2,-3,-1.0,-1.5,0,0.3,0,0.1,4.4,-0.8
CONc1nc2nonc2nc1NOC,4,0,4,-3.0,-1.4,0,0.0,4,0.7,1.9,0.2
Cc1ccsc1CN(C)CC(=O)Nc1ccc([N+](=O)[O-])cc1Cl,-1,-2,-3,1.2,-0.4,-3,0.3,3,-0.1,2.5,-1.1
CC1C(=O)N(c2ccc(S(=O)(=O)N(C)C)cc2)C1(/C=C/c1ccccc1)C(=O)NC1CCCC1 (centres undefined),-3,-1,2,1.6,-0.9,-2,-1.9,-4,-0.8,-5.7,-1.2
O=C(OCC(=O)N1CCN(Cc2ccccc2)CC1)c1ccc(Cl)cc1,2,0,-5,5.3,-1.2,-3,0.4,-5,-0.1,1.7,-0.8
CC(=O)c1sc(NC(=O)c2cccs2)nc1C,-2,1,-9,1.7,-1.4,1,1.6,11,0.1,1.5,-0.7
CCN(CC)S(=O)(=O)c1ccc(N2CCCCC2)c(NC(=O)/C(C#N)=C/c2ccc(OC)cc2)c1,0,0,6,-0.3,-0.8,1,-1.2,-24,0.0,1.3,6.3*
CCOc1ccc(Nc2nc(Cc3nnc(SCC(=O)NC4CCCC4)n3C)cs2)cc1,0,1,11,0.9,-1.2,1,1.7,-7,-0.5,2.8,0.0
NS(=O)(=O)c1ccc(N2N=C(c3ccccc3)CC2c2ccccc2Br)cc1 (centres undefined),-1,1,i,-1.4,-1.0,-1,0.5,-2,0.9,-1.5,-2.3
Cc1ccc(-c2nc3ccccc3c(=O)n2Cc2ccccc2)cc1,-2,-4,14,-0.5,-0.4,-2,0.7,-6,-0.3,6.4,-0.6
CCn1c(-c2cc(-c3ccccc3)sc2N)n[nH]c1=S,4,-6,-17,0.8,-1.7,3,x,13,0.0,2.1,-0.4
CC(=O)Oc1ccc(C2C3=C(CC(C)(C)CC3=O)Nc3cc4c(cc32)OCCO4)cc1 (centres undefined),8,5,-137,2.5,-0.9,-3,0.5,-3,0.7,1.3,-1.4
C[C@@H]1CN([C@H](C)CO)C(=O)CCCn2nncc2CO[C@@H]1CN(C)S(=O)(=O)c1cn(C)cn1,2,1,-1,0.0,-0.8,1,3.8,-2,-0.2,-0.8,1.0
CC(C)=NNc1nc(-c2ccccc2)c(C)s1,-3,3,-4,0.9,-1.4,-3,0.9,8,-0.1,4.1,1.4
CCC(C)NC(=O)CSc1ncnc2sccc12 (centres undefined),-1,2,4,-1.6,-1.3,-1,-2.7,-1,0.5,0.7,-0.7
COc1ccc(/C=N/c2oc(-c3ccccc3)cc2C#N)cc1,0,4,-102,1.7,-1.1,0,-0.8,8,-0.4,2.2,-1.2
COc1ccc(OC)c(CNC(=O)C2CCC(=O)N2C(C)C)c1 (centres undefined),1,3,-8,-0.1,-0.1,-3,1.6,6,-0.1,1.0,-1.5
Cc1ccc(S(=O)(=O)c2nnn3c2nc(N2CCOCC2)c2ccccc23)c(C)c1,9,6,-3,-0.7,-1.5,0,-0.4,-4,-1.4,2.7,-0.6
CCN(CC)CCC=C(c1cccs1)c1cccs1,-4,-4,-11,1.5,-1.5,7.9*,0.4,0,-0.1,-1.5,0.2
Cc1ccc(C(=O)Nc2nnc(S(=O)(=O)Nc3ccccc3C)s2)cc1C,3,-4,-11,5.6,-0.1,2,-0.1,-25,1.6,1.0,4.1
CC[C@]1(C(=O)OC)[C@H]2C(=O)N(C)C(=O)[C@H]2[C@H]2CN=C(SCc3ccc(OC)cc3)N21,1,5,-5,0.8,-1.0,4,0.6,2,-1.7,1.2,1.2
COc1ccc(/C=C(\C)c2nc(C)c(-c3ccccc3)c(=O)[nH]2)cc1,-4,-3,-8,-1.9,-2.1,0,-1.7,-1,0.3,2.0,0.7
CCSc1ccccc1C(=O)N=C1NC(=O)CC2C(=O)NCCN12 (centres undefined),4,-6,-11,2.5,-1.2,-3,-0.9,2,-0.3,-0.2,-0.5
CCN(C(=O)COC(=O)/C=C/c1ccc2c(c1)OCO2)c1c(N)n(Cc2ccccc2)c(=O)[nH]c1=O,2,-4,-34,0.4,-0.8,-4,0.0,10,1.1,0.2,-0.4
CC1CCc2c(sc(NC(=S)NC(=O)c3ccccc3)c2C#N)C1 (centres undefined),-4,-4,1,1.9,-0.5,6,0.7,0,0.9,2.7,4.6
CCC(=O)Nc1cc(NC(=O)CSc2nnc(C(C)C)n2CC)ccc1C,-3,1,-4,-2.2,-1.2,-8,1.4,4,-1.4,-0.1,-1.8
Cc1ccc(N(C)S(=O)(=O)c2ccc(-c3cnc(C4CC4)o3)cc2)cc1,1,7,11,0.3,-0.7,1,-0.3,-7,-1.9,0.6,0.0
Cc1cc(Cl)ccc1NC(=O)Cn1cncn1,-2,3,-1,-2.7,-1.1,1,0.8,0,-0.2,2.5,-0.8
CCc1ccc(C(=O)Cn2ncc(Cl)c(Cl)c2=O)cc1,60*,26,6,-2.2,-0.3,17*,0.6,-6,-0.9,8.5*,0.3
CC1=C(C(=O)N(C(C)C)C(C)C)CC(CC(=O)NCc2cccs2)C(=O)N1CCC1=CCCCC1 (centres undefined),-3,1,-3,3.4,-1.6,-1,x,-5,-0.3,x,-0.8
CN(NC(=S)Nc1ccc(OC(F)F)cc1)C(=S)Nc1ccc(OC(F)F)cc1,-2,-1,16,0.6,-1.7,-1,-0.6,9,-1.1,1.3,-3.5
O=C(NCCCn1ccnc1)C(=O)NCC1OCCCN1S(=O)(=O)c1ccc(Cl)cc1 (centres undefined),0,0,3,0.0,-0.8,0,1.4,5,0.1,1.9,1.5
Cc1ccc(SCC(=O)N(Cc2nc(-c3ccccc3)no2)C(C)C)cc1,2,3,9,-0.6,-1.5,1,-0.7,-5,-0.4,0.2,-0.8
c1ccc(CN2CCC(N3CCN(Cc4ccc5c(c4)OCO5)CC3)CC2)cc1,2,0,-3,-1.2,-2.5,-5,-3.0,-1,-1.0,0.7,-1.8
Cc1ccc(S(=O)(=O)N(C)CC(=O)OCC(=O)NC(=O)NC(C)C)cc1,2,-6,1,-2.0,-0.9,1,-0.6,-3,0.8,-0.2,-0.2
CC(C)CN(C(=O)COc1ccc(Br)cc1C=O)C1CCS(=O)(=O)C1 (centres undefined),3,-2,-22,1.5,-0.4,-4,3.1,10,-0.6,-0.1,-0.3
Cn1c(=O)c(=O)n(C)c2cc(S(=O)(=O)N3CCCCC3)ccc21,0,-1,-4,-0.9,-0.8,-2,-0.4,2,0.2,0.2,1.2
O=C(COc1ccc(NC(=O)c2cccs2)cc1)c1ccc(F)cc1,-2,-2,-2,-0.7,-1.2,-1,0.0,0,-1.5,0.1,-2.8
COc1cc(-c2csc(N3CCOCC3)n2)cc(OC)c1OC,-6,-10,-3,-0.4,-1.1,0,0.6,6,-0.3,-1.1,-1.4
CCOc1nc(-c2ccncc2)nc2ccccc12,-9,-6,-2,1.1,-0.4,-2,0.8,4,0.9,3.0,0.4
COCCNC(=O)CSc1ccccc1C(=O)NC1CCCc2ccccc21 (centres undefined),-1,-7,-9,-0.3,-0.6,-1,0.2,0,0.3,1.4,0.3
O=C(NCc1cccs1)C1CC(=O)N(c2ccc(Cl)cc2)C1 (centres undefined),2,2,2,0.3,-0.2,-2,-1.2,-1,-0.1,-0.4,1.4
CCOc1ncccc1C(=O)NCCCSc1ccccc1,0,1,7,-0.9,-1.1,2,0.4,-9,-0.1,1.8,-2.6
O=C(CNC(=O)c1ccccc1)Sc1ccccc1,6,-1,-7,0.6,-0.8,-2,0.5,14,0.1,-0.6,-0.8
COc1ccc(S(=O)(=O)N2CCN(Cc3ccc(Cl)cc3)CC2)cc1,4,1,2,-3.7,-1.1,-2,-0.8,-12,-0.7,2.2,-2.4
CC1CCc2sc3c(c2C1)c1ncnn1c(=O)n3CC(=O)c1ccc(Br)cc1 (centres undefined),4,-2,0,-2.5,-1.3,1,-0.2,3,-0.3,2.6,0.1
COc1cccc(N2CCN(c3ccc(N4C(=O)CCC4=O)cc3[N+](=O)[O-])CC2)c1,2,2,3,1.9,-1.3,0,6.6*,-9,-0.7,1.0,-1.3
O=C(Nc1ccc(F)cc1F)c1sccc1SCc1cccc(C(F)(F)F)c1,-4,-4,5,-0.9,-1.8,0,0.9,-18,0.4,2.6,-1.8
CN(Cc1ccccc1)C(=O)c1ccc(NC(=O)Cc2ccc(NC(=O)C3CCN(C(=O)C4CCC4)CC3)cc2)cc1,3,-6,5,-2.3,0.1,1,-0.6,-28,1.1,-0.2,-1.9
C=CCn1c(SCc2ccc(F)cc2)nc2c1c(=O)[nH]c(=O)n2C,-2,-2,-9,-2.5,-1.1,-2,1.2,3,-0.2,23*,0.3
OCCNCCNCc1ccccc1OCc1ccccc1,-9,-6,-8,-2.1,-1.6,-2,0.0,9,0.6,-0.2,0.1
CN(Cc1ccccc1)C(=O)c1nc2ccccn2c1CNCCOc1cccnc1,0,0,2,-0.6,-1.2,3,1.6,3,0.1,2.4,-1.5
Cc1cc(C(=O)Nc2ccc(F)c(Cl)c2)on1,1,2,4,0.4,-1.6,2,0.1,-5,-0.2,2.9,-1.9
O=S1(=O)N[C@@H](Cc2ccccc2)COc2cccc(N3CCCC3)c21,1,2,-3,-1.9,-0.9,-1,x,5,0.6,x,-1.0
CC(NC(=O)NC1CCCCC1)C(c1cccs1)N1CCOCC1 (centres undefined),1,-1,0,3.3,-0.2,4,-0.2,1,0.3,0.9,-0.6
